# GASC-1 inh = human JMJD2C demethylase inhibition; inhibition, % at 2.35 µM; GST-JMJD2C(1-420) H3K9me3 demethylation, DELFIA europium; Q9H3R0; 0.069% of 330,000 active;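 active means more than half of a compound's replicate wells show inhibition beyond 50%, single wells judged on their own value; inconclusive means some, but no more than half, of replicates pass 50% inhibition; inactive means no replicate passes 50% inhibition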;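 further: signal counts dimethyl H3K9 product captured on neutravidin plate; 0% = median of DMSO wells and 100% = 0.3 times that DMSO median; strong numbers were not always called active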
# AGP1 TOR yeast = modulators of TOR pathway AGP1-GFP in S. cerevisiae; S. cerevisiae AGP1-GFP multiplex flow cytometry, 3 h; GFP as percent of DMSO wells; AID 2066; GFP response vs DMSO, % at 10 µM; 0.02% of 320,000 active;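 active means GFP response relative to DMSO above a set limit, near screen average plus 3 SD, cut at about 150% in these data; inconclusive means fewer than 70 cells counted for the yeast strain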;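 further: median GFP channel fluorescence of the gated AGP1 strain per well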
# LAP4 TOR yeast = alters LAP4-GFP fluorescence in TOR pathway yeast screen | S. cerevisiae LAP4-GFP multiplex, flow cytometry GFP, 3 h; median GFP as percent of DMSO wells | GFP response vs DMSO, % at 10 µM | 0.34% of 320,000 active | AID 2023;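 active means GFP response vs DMSO above a set limit, about the screen mean plus 3 SD, cut at about 150% in these data; inconclusive means under 70 cell events counted for the yeast strain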
# GRK2 inh = inhibitors of human GRK2 displacing RNA aptamer. inhibition of aptamer binding, % at 10 µM. bead flow cytometry, FAM-aptamer displacement from GRK2. P25098. 0.59% of 330,000 active;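 active means inhibition of aptamer binding above 40%, roughly 3 SD of noise, on plates passing a quality check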;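 further: median bead fluorescence of bound FAM aptamer so fluorescent compounds give negative values; no value below 0 was filed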
# MEP2 TOR yeast = modulators of TOR pathway MEP2-GFP in S. cerevisiae; GFP response vs DMSO, % at 10 µM; AID 2016; 0.51% of 330,000 active; S. cerevisiae MEP2-GFP strain, flow cytometry GFP, 3 h; 100% = DMSO control level;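 active means GFP response versus DMSO above a set limit, roughly screen mean plus 3 SD, cut at about 180% in these data; inconclusive means fewer than 70 cells counted for a yeast strain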;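 further: median GFP fluorescence of the barcode-gated MEP2-GFP cells per well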
# VLA-4 inh = inhibition in a human VLA-4 binding assay; 0.2% of 330,000 active; VLA-4 expressing cells, ligand binding flow cytometry; inhibition, % (about 7 µM as worked out from the volumes in the protocol); P13612; in the data active means inhibition above about 50%
# Target sequence (P13612 whole entry, looked up): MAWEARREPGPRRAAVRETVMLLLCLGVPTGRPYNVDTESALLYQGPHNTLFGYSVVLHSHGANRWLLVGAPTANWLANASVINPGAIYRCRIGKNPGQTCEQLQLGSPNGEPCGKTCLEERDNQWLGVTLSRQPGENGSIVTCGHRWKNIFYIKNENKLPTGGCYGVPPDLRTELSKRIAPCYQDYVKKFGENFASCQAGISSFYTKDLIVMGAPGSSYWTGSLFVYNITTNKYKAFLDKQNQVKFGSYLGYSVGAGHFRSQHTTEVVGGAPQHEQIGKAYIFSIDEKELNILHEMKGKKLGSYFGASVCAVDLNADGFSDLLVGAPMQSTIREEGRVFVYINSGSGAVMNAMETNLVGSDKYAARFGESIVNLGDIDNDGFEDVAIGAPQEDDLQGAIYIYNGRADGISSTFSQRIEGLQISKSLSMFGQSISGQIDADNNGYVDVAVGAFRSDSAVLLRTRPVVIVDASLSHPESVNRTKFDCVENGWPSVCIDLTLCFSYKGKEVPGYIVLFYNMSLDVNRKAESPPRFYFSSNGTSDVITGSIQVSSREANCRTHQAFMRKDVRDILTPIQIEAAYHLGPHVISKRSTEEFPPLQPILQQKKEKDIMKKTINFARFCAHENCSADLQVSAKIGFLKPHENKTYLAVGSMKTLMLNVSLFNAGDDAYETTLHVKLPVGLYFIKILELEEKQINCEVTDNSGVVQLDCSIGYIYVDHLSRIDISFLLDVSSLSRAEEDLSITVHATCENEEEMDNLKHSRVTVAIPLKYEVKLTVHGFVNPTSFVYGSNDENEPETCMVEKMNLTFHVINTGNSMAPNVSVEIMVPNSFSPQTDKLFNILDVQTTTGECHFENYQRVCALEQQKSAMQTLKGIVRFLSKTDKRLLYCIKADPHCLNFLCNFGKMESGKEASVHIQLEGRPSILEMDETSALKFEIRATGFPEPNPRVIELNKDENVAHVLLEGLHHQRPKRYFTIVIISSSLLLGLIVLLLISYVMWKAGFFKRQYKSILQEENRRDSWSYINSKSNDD
# CIT2 TOR yeast = alters CIT2-GFP fluorescence in TOR pathway yeast screen; S. cerevisiae CIT2-GFP strain, flow cytometry, 3 h; 100 means same as DMSO wells; GFP response vs DMSO, % at 10 µM; 0.065% of 320,000 active; AID 2029;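 active means GFP response relative to DMSO above a set limit, near the screen mean plus 3 SD, cut at about 150% in these data; inconclusive means Fewer than 70 cells measured for a yeast strain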;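 further: ratio of well median GFP fluorescence to mean of DMSO wells on the plate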
# RPL19A TOR yeast = yeast TOR pathway RPL19A-GFP modulation. 0.3% of 330,000 active. S. cerevisiae RPL19A-GFP strain, flow cytometry, 3 h; hits give low values. percent response vs DMSO, % at 10 µM. AID 2025;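 active means percent response vs DMSO below 50%; inconclusive means fewer than 70 events counted for the yeast strain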;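 further: median channel GFP fluorescence of the barcoded RPL19A-GFP strain; ratio of sample median GFP to plate DMSO average so 100% = DMSO; lower means less RPL19A-GFP as with rapamycin TOR inhibition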
# The depositor's hits bear a star; i = inactive; ? = inconclusive; nt = no result given; & = joins results of further samples; [ ] = remark or other dose. Hits appear at their usual frequency; 1.7% or so of the library scored in one or more.
SMILES,GASC-1 inh,AGP1 TOR yeast,LAP4 TOR yeast,GRK2 inh,MEP2 TOR yeast,VLA-4 inh,CIT2 TOR yeast,RPL19A TOR yeast
CC(C)(C)OC(=O)NCc1ccc(NC(=O)c2nc[nH]c2C(=O)N[C@@H](Cc2ccccc2)C(=O)OC(C)(C)C)cc1,16.9,93.7,112.2,1.0,88.8,-11.2,97.5,99.2
CC1=C(C(=O)OC(C)C)C(c2cccs2)N2C(=O)CCSC2=N1 (stereo not drawn),2.2,97.7,98.1,1.0,98.7,4.2,101.5,93.3
O=C(/C=C/c1ccccc1)NC1CCCc2ccccc21 (stereo not drawn),-8.2,104.1,117.0,6.0,92.8,-8.0,95.6,96.5
COn1c(-c2ccc(Cl)cc2)nc2ccc(Cl)cc21,17.9,93.6,86.7,2.0,103.7,12.5,102.7,99.5
COc1ccccc1NC(=O)CSc1nc2n[nH]c(C)c2c(=N)n1-c1ccccc1Cl,i,106.8,106.2,0.0,108.4,7.1,102.9,105.0
O=C(/C=C/c1cc([N+](=O)[O-])ccc1OC(F)F)Nc1cccc(OC(F)F)c1,3.9,97.0,102.4,0.0,105.3,-3.4,100.3,102.7
COc1cccc(C2C3=C(CCCC3=O)NC3=C2C(=O)c2ccccc23)c1 (stereo not drawn),7.7,90.4,90.7,0.0,91.1,6.7,88.8,97.7
O=C(COC(=O)CCc1ccc(S(=O)(=O)N2CCCCC2)cc1)Nc1cccc2ccccc12,6.6,98.7,93.5,30.0,92.4,12.5,104.3,104.3
Cc1ccc(C(=O)/C=C/Nc2ccc([N+](=O)[O-])cc2Br)cc1,4.6,97.5,92.8,2.0,92.1,28.6,98.1,96.5
O=C(OCC(=O)N1CCC(c2ccccc2)=N1)c1ccc([N+](=O)[O-])s1,8.6,89.7,109.9,1.0,90.6,8.8,76.5,87.1
C#CCOCCOCCOCCNc1nc(N2CCN(C(=O)[C@H](CCCCN)n3cc([C@@H](N)CO)nn3)CC2)nc(N2CCN(C(=O)[C@H](Cc3cc4ccccc4[nH]3)n3cc([C@@H](N)Cc4ccc(O)cc4)nn3)CC2)n1,-16.0,85.8,98.8,0.0,86.4,11.8,110.0,101.0
N#Cc1ccccc1CSc1ncccc1C(=O)O,-9.9,92.4,91.0,0.0,98.9,-15.6,89.6,95.3
O=C(O)c1cc(-n2cccc2)ccc1N1CCOCC1,4.8,103.4,111.8,0.0,95.7,1.3,97.6,97.1
CCSc1nnc(NC(=O)CSc2nccn2-c2cccc(C)c2C)s1,-5.3,93.5,98.8,0.0,96.5,6.2,86.7,93.7
CC(C)N(C(=S)Nc1ccc(S(=O)(=O)N2CCOCC2)cc1)c1ccccc1,-3.6,92.8,103.8,0.0,93.9,0.0,93.4,98.0
O=C(C1=C[C@@H](c2coc3ccccc3c2=O)C[C@@H](OCCCCO)O1)N1CCN(Cc2ccc3c(c2)OCO3)CC1,-0.3,92.8,97.8,0.0,86.4,6.7,110.0,97.5
Cc1ccc(-n2c(CC#N)n[nH]c2=S)c(C)c1,-0.7,110.6,108.2,nt,103.0,-0.1,107.4,100.3
CC1(C(=O)NCCc2c[nH]c3ccccc23)C=CCN1C(=O)c1ccccc1 (stereo not drawn),-8.1,88.3,99.7,0.0,92.5,21.4,78.2,102.2
Clc1ccc(C2[C@H]3CN(Cc4ccc(-c5ccccc5)cc4)[C@H](c4ccccc4)C34CC2(c2ccccc2)C4)cn1 (stereo partly drawn),-2.3,89.3,122.7,0.0,94.9,-2.8,72.4,103.7
CCOC(=O)Cc1nc2ccccc2[nH]1,7.2,111.0,103.0,1.0,106.8,-3.2,105.9,103.1
O=C(CCNC(=O)c1ccc(Br)cc1)NNC(=O)COc1ccccc1F,-0.8,106.3,93.0,0.0,105.2,9.8,120.4,103.6
N#CCCCSC1=C(C#N)C(c2ccccc2Cl)CC(=O)N1 (stereo not drawn),-4.2,98.0,99.8,0.0,100.9,5.7,84.5,100.4
Cc1ccc(CN2CCSc3ccc(C(=O)NCCCN4CCOCC4)cc32)cc1,2.8,98.2,103.0,0.0,111.9,8.2,104.3,96.5
Cc1cccc(CSc2nnc(CCCCCNC(=O)OC(C)(C)C)o2)c1,1.7,107.4,119.5,0.0,96.3,-1.3,94.5,102.5

# Single records, as listed above:
# Listed for Cc1ccc(C(=O)/C=C/Nc2ccc([N+](=O)[O-])cc2Br)cc1 = GASC-1 inh: 4.6; AGP1 TOR yeast: 97.5; LAP4 TOR yeast: 92.8; GRK2 inh: 2.0; MEP2 TOR yeast: 92.1; VLA-4 inh: 28.6; CIT2 TOR yeast: 98.1; RPL19A TOR yeast: 96.5
# Listed for N#Cc1ccccc1CSc1ncccc1C(=O)O = GASC-1 inh: -9.9; AGP1 TOR yeast: 92.4; LAP4 TOR yeast: 91.0; GRK2 inh: 0.0; MEP2 TOR yeast: 98.9; VLA-4 inh: -15.6; CIT2 TOR yeast: 89.6; RPL19A TOR yeast: 95.3

# Continuation.
SMILES,GASC-1 inh,AGP1 TOR yeast,LAP4 TOR yeast,GRK2 inh,MEP2 TOR yeast,VLA-4 inh,CIT2 TOR yeast,RPL19A TOR yeast
COC1CCN(C(=O)c2ccc3oc(Cc4ccc(Cl)cc4)nc3c2)CC1,0.2,104.0,96.2,0.0,108.5,0.3,100.8,101.6
CC(=O)N1CCc2cc(S(=O)(=O)NCc3ccc(C)cc3)ccc21,-4.5,92.1,81.2,4.0,89.1,-0.6,98.2,90.8
NC(=O)c1cc(N)ccc1N1CCCC1,-11.8,100.5,92.6,8.0,100.2,-10.7,91.5,96.5
NC(N)=NC(=O)c1nc(Cl)c(N)nc1N,-24.2&-29.2&-12.7&4.4,93.1&105.8&95.1,114.1&107.3&108.3,2.0&0.0&1.0,98.6&97.9&90.0,-6.6&26.9&2.8,85.9&105.8&106.1,105.0&101.3&103.0
Cc1[nH]n(-c2ccccc2)c(=O)c1/C=N/n1c(C)nc2ccccc2c1=O,4.8,101.2,103.1,15.0,109.3,20.5,103.5,103.7
Cc1cc(C)c(S(=O)(=O)Nc2ccc3c4c(cccc24)CC3)c(C)c1,-3.3,92.2,96.7,1.0,109.8,2.5,94.9,94.6
CCOC(=O)c1sc(N)c(C#N)c1CSc1nc2ccc(OCC)cc2[nH]1,-25.2,97.0,92.5,0.0,92.9,-5.2,100.6,98.0
CC1CCCN(Cc2nc3c(c(=O)n(C)c(=O)n3C)n2CCCc2ccccc2)C1 (stereo not drawn),-3.6,94.7,79.9,0.0,79.4,-9.2,95.2,91.2
CO/N=C/NC(=O)c1c(OC)ccnc1Oc1cccc(C(F)(F)F)c1,-25.5,97.9,89.8,5.0,101.2,25.6,97.3,95.4
O=[N+]([O-])c1cc(S(=O)(=O)C(F)(F)F)ccc1Sc1nc2ccccc2[nH]1,10.7,94.8,103.4,0.0,93.0,-3.1,99.7,98.6
COc1ccccc1NC(=O)Cn1cnc2c(nc3n2CCCCC3)c1=O,6.3,102.6,97.4,2.0,105.9,14.3,102.4,103.0
Cc1ccc(N2CC(C(=O)Oc3cccc(N4C(=O)CCC4=O)c3)CC2=O)cc1 (stereo not drawn),3.4,103.7,100.1,0.0,102.7,-6.8,102.0,102.7
COc1ccc(N2CCN(C(=O)c3cc(-c4cc(OC)ccc4OC)nc4ccccc34)CC2)cc1,8.2,91.2,105.6,0.0,97.5,-6.0,91.6,97.1
Cc1cccc(C2CC(c3ccc(F)cc3)Nc3nc(N)nn32)c1 (stereo not drawn),-4.7,101.3,99.2,3.0,95.3,-20.5,102.4,100.7
CCCCC(=O)NC1=NC(=O)C(C)(C)S1,-2.9,113.4,99.8,2.0,101.6,1.5,114.4,107.7
CCCNS(=O)(=O)c1cc2c3c(c1)CCN3C(=O)CC2,0.0,102.4,90.9,2.0,105.2,3.3,102.8,96.4
Cc1ccc(N(CC(=O)NC(C)(C)C)C(=O)CCC(=O)Nc2nccs2)c(C)c1,-3.5,110.8,99.9,7.0,109.9,9.0,103.4,110.3
COc1ccccc1OCC(=O)Nc1ccc(S(=O)(=O)N(C)c2ccccc2)cc1,-14.3,94.8,90.4,3.0,90.6,-0.5,93.3,102.9
CCOC(=O)c1sc2cccc(F)c2c1N,16.8,100.7,114.7,0.0,98.9,-2.8,97.2,96.9
CCOc1ccc(S(=O)(=O)N2CCC(C(=O)NCc3ccncc3)CC2)cc1C,-12.1,104.9,97.2,0.0,103.3,-18.1,98.0,104.8
COc1ccc2nc(NC(=O)Nc3cccc4ccccc34)sc2c1,-2.0,80.8,105.5,2.0,101.1,20.2,100.9,98.6
Cc1ccccc1S(=O)(=O)NCC1CCCO1 (stereo not drawn),-0.8,76.2[may fluoresce violet],92.8[may fluoresce violet],0.0,107.1[may fluoresce violet],7.8,?,79.6[may fluoresce violet]
Cc1noc(C)c1S(=O)(=O)Nc1c(C)n(C)n(-c2ccccc2)c1=O,-9.7,102.8,94.5,0.0,95.1,-6.8,nt,100.0
COc1ccc(CN(C(=O)c2cccc(OC)c2)C2CCS(=O)(=O)C2)cc1 (stereo not drawn),2.2,102.2,115.0,3.0,107.1,-3.6,100.3,95.4
COc1ccc[nH]c1=O,1.2,97.1,96.3,0.0,95.0,2.3,102.5,95.6
CCCCOc1ccc(NC(=O)c2cnc(C)cn2)cc1,8.6,89.9,99.0,2.0,98.3,-0.3,88.8,94.5
CC1(C)CN(c2ccccc2)N(C(=O)c2ccc(F)cc2)C1=O,0.8,87.5,87.4,0.0,95.6,2.8,90.3,89.3
CCN(CCn1cccn1)Cc1nc(Cc2cccc(F)c2)no1,-2.8,105.6,104.6,5.0,96.2,-0.8,100.3,99.2
Cc1c(C(=O)N2CCCC2)c(S(=O)(=O)Nc2ccccc2Cl)c(C)n1C,18.2,92.3,84.0,1.0,88.1,6.6,100.2,94.8
COc1ccc(-n2cc(-c3ccccc3)[n+]3c2CCCCC3)cc1,-1.2,101.6,98.6,0.0,98.2,15.3,98.0,98.5
Cc1ccc(S(=O)(=O)c2c(C)nn(-c3ccccc3)c2OC(=O)c2ccco2)cc1,1.1,97.8,101.8,3.0,100.3,-29.1,94.0,106.2
CCN(CC(=O)Nc1cc(Cl)ccc1C)C(=O)c1ccc2c(=O)n3c(nc2c1)CCC3,-7.3,104.0,106.5,0.0,100.6,-3.3,99.9,96.9
CCC1SC(=Nc2cccc(C)c2)NC1=O (stereo not drawn),-5.8,100.2,98.7,0.0,110.1,5.8,106.7,104.6
Fc1ccc(NC(=S)NCc2cccnc2)cc1,-1.9,106.2,96.7,1.0,109.7,5.3,111.2,106.0
CN1CCc2c(sc3c2c(=O)n(-c2ccccc2)c2n[nH]c(=S)n32)C1,-0.6,99.8,106.1,4.0,106.1,0.8,89.0,96.8
CCCN(C(=O)CCSc1ccc(F)cc1)c1c(N)n(Cc2ccccc2)c(=O)[nH]c1=O,6.5,99.6,94.6,2.0,112.8,6.7,102.5,104.6
CCOC(=O)Nc1ccc2c(c1)ncn2C1CCCCC1,-13.8,103.7,110.5,6.0,101.1,9.4,97.5,100.1
S=C(NCc1ccc(Cl)cc1)NC1CCCCC1,-5.2,97.6,98.4,0.0,102.0,0.1,91.9,98.2
CN1C(=O)C2(C(C#N)=C(N)Oc3c2oc(CO)cc3=O)c2ccccc21 (stereo not drawn),4.8,99.8,97.8,4.0,99.2,-0.2,104.6,101.8
O=C(CN1CCN(c2ccc(F)cc2)CC1)Nc1cccc(C(F)(F)F)c1,-6.3,110.6,105.4,2.0,99.9,3.4,105.3,106.2
O=C(COc1ccc([N+](=O)[O-])cc1)NCC(c1cccs1)N1CCOCC1 (stereo not drawn),-4.1,99.6,98.2,3.0,99.9,22.5,101.4,99.4
